KDM5B inhibitor = blocks human KDM5B histone demethylase activity; Potency, µM (series often up to 57.7 µM), for inactives: at the top dose activity change, negative = inhibition, most hits filed as inhibitors; KDM5B demethylase, FDH-coupled NADH fluorescence (FDH is formaldehyde dehydrogenase); Q9UGL1; AID 1347165; 220,000 compounds, 2.6% hits; active = well fitted inhibition curve with a large enough effect; inconclusive = small, poorly fitted or top-dose-only effect; inactive = no such curve, though single readings can be large or run the other way; note: 0% is about no effect; nearly all actives have a fitted effect of over 70% in size
Target sequence (Q9UGL1 whole entry, looked up): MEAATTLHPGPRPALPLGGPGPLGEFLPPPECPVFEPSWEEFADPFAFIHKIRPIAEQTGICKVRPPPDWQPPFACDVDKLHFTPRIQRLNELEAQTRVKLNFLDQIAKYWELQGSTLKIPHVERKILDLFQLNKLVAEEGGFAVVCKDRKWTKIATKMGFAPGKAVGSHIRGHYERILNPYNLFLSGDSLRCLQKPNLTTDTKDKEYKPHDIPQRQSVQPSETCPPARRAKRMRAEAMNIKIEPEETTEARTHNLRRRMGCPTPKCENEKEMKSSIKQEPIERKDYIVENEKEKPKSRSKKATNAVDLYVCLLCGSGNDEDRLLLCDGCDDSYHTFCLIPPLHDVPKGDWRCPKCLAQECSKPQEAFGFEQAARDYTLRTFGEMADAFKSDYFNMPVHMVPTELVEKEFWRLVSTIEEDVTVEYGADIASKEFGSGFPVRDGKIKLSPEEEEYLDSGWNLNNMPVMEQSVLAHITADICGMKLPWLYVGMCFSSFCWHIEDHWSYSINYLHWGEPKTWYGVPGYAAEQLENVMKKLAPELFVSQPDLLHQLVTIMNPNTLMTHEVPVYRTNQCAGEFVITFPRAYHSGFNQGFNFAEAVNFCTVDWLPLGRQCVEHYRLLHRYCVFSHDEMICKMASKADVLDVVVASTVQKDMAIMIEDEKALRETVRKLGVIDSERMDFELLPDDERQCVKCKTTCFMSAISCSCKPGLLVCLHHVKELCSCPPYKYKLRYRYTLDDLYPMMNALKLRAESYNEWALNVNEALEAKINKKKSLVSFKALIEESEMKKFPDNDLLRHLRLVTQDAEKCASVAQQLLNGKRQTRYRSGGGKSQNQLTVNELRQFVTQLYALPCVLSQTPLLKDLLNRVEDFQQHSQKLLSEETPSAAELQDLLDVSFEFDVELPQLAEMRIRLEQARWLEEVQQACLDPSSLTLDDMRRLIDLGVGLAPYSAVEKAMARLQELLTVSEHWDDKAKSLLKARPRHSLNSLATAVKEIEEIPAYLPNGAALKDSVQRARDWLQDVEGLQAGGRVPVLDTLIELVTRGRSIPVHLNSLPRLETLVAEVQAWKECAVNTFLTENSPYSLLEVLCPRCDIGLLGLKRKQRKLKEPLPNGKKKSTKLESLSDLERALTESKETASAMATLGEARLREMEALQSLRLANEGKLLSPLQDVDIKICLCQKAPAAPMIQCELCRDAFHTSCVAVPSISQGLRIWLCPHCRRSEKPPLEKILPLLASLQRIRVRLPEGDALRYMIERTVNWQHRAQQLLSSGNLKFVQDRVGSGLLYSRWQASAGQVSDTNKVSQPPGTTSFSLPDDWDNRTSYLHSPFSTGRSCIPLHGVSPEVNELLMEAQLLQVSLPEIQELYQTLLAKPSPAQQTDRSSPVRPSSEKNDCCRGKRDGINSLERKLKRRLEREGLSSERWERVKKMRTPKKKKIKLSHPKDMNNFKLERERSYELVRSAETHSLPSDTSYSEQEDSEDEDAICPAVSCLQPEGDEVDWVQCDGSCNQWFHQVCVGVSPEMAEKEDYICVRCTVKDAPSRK
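qHTS format, multiple compound concentrations. Buffer 50 mM HEPES pH 7.5/0.01% Tween-20; 200 nM KDM5BΔAP final; 10 min compound preincubation; substrate-mix levels 12.5 µM peptide, 25 µM α-KG, 0.25 mM NAD⁺; 30 min RT; ΔRFU.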
* = called active by the depositor; i = inactive; ? = inconclusive; & = joins results of further samples; [ ] = remark or other dose. Potency is the fitted concentration of half-maximal effect. These rows are one share of the data, so the mix of outcomes need not match the whole.

KDM5B inhibitor	SMILES
11%	Cc1cc(Br)ccc1NC(=O)c1sc2nc3n(c(=O)c2c1C)CCCC3
21%	CC(C)c1nnc(NC(=O)NCC(O)c2ccc(F)cc2)s1 (stereo not given)
-7%	COC(=O)CCNC(=O)N1CCN(c2nnc(C)c3c(C)n(-c4ccccc4)nc23)CC1
11%	COc1cccc(-c2nc(CS(=O)(=O)CC(=O)NCCCN3CCOCC3)c(C)o2)c1
?	CCN(CC)CCCNC(=O)CCc1c(C)nc2c(c1C)c(=O)n(C)c(=O)n2C
?	COc1ccc(OC)c(/C=N/Nc2cc(C)nc(N3CCOCC3)n2)c1
-5%	CCCCc1ccc(-c2cc(C(=O)NC3CC3)c3cc(Br)ccc3n2)cc1
-46%	CCN(Cc1ccccc1)S(=O)(=O)c1ccc(-c2coc(C)n2)cc1
-8%	CS(=O)(=O)c1ccc(CN2CCOC(c3cccnc3)C2)cc1 (stereo not given)
11%	O=C(CCc1nc2ccccc2c(=O)[nH]1)NC1CCCc2c1[nH]c1c(Cl)cccc21 (stereo not given)
25%	Cc1ccc(C(=O)/C(=C/c2ccc(F)cc2)c2nc3ccccc3o2)cc1
?	CCOC(=O)c1ccc(NC(=O)c2ncoc2-c2cccc(OC)c2)cc1
15%	O=C(CSCc1coc(-c2ccc(Cl)cc2)n1)NC1CCCCCC1
-23%	CN(C)c1ccc(-c2nc(-c3ccco3)no2)cc1[N+](=O)[O-]
-13%	CCn1nnc2cc(C(=O)Nc3ccc(OC)cc3)ccc21
15%	CCOc1ccc(NC(=O)c2cc3cc4cc(OC)ccc4nc3s2)cc1
6%	O=c1ccc(CN2CCOCC2)cn1CC1CC1
18%	COc1cc2c(cc1OC)[C@H](C)N(C(=O)c1ccc(F)cc1)CC2
-4%	COc1ccc(Cl)cc1NC(=O)Cn1c(=O)n2nc(-c3ccccc3)nc2c2ccccc21
-18%	CCC(C)(C)NC(=O)C(c1ccccc1Cl)N(C(=O)CCC(=O)Nc1cc(C)on1)C(C)(C)C (stereo not given)
-13%	O=C(CSc1nc2c(c(=O)[nH]1)CN(Cc1ccc(F)cc1)CC2)Nc1ccccc1Cl
8%	CCOc1ccc(C2C(C(=O)Nc3ccc(OC)cc3)=C(C)Nc3nc(SCc4ccc(Cl)cc4)nn32)cc1 (stereo not given)
-17%	CC(C)N(Cc1nc(-c2ccc(Cl)cc2)no1)C(=O)c1ccc(C(C)(C)C)cc1
?	CCc1ccccc1NC(=O)Nc1c[nH]c(=O)[nH]c1=O
-24%	Cc1ccnc(NC(=O)Cc2ccc(Br)cc2)c1
?	O=C(NC1CCN(c2cc(-c3ccc(F)cc3)[nH]n2)C1)c1ccc2[nH]ccc2c1 (stereo not given)
-8%	CN1CCCN(S(=O)(=O)c2cccc(C#N)c2)CC1
-9%[230 µM]	O=C(O)c1ccc(-c2cnccn2)cc1
-15%	CN(C)CCN(C)[C@@H]1[C@H](O)[C@H](CO)O[C@@H]1CN(Cc1ccc(Cl)cc1)Cc1cccc(Cl)c1
?	OCCN1CCN(C2CCC(c3ccc(F)cc3)c3ccc(F)cc32)CC1 (stereo not given)

Overlap with the part before: four compounds; new compounds follow.
KDM5B inhibitor	SMILES
-8%	CN1CCCN(S(=O)(=O)c2cccc(C#N)c2)CC1
-9%[230 µM]	O=C(O)c1ccc(-c2cnccn2)cc1
-15%	CN(C)CCN(C)[C@@H]1[C@H](O)[C@H](CO)O[C@@H]1CN(Cc1ccc(Cl)cc1)Cc1cccc(Cl)c1
?	OCCN1CCN(C2CCC(c3ccc(F)cc3)c3ccc(F)cc32)CC1 (stereo not given)
-13%[86.2 µM]	Cc1nn2c(c1-c1cccc3cn[nH]c13)N(C(=O)Cc1ccccc1)CCC2
3%	CCNC(=O)C(C)NC(=O)C1CCC(C(C)(C)C)CC1 (stereo not given)
?	O=C(c1nnn2cc(-c3ccccc3)[nH]c(=O)c12)N1CCN(C2CCCCC2)CC1
-7%&-13%	COC(=O)c1cccc(CN2C(=O)SC(Nc3ccc(C)cc3)C2=O)c1 (stereo not given)
-20%	CCCN1CCC2(CCN(C(=O)Nc3ccc(Cl)cc3)CC2)Oc2ccccc21
0%	CCc1nc2c(c(-c3ccc(Cl)cc3)n1)CCN(C(=O)c1ccc(C(F)(F)F)cc1)CC2
?	CCCN1CCCC2(CCN(C(=O)c3cc(CC)[nH]c(=O)c3)C2)C1=O (stereo not given)
-9%	O=c1c(=O)n(Cc2ccc(Cl)cc2)ccn1Cc1ccc(F)cc1
-21%	COc1ccc(N2Cc3cccc(C(=O)NCc4cccc(Cl)c4)c3C2=O)cc1
-4%	O=C(Cn1cc(S(=O)(=O)N2CCCC2)c(S(=O)(=O)N2CCCC2)c1)Nc1ccccc1

In a second layout: results already given.
SMILES: O=C(Cn1cc(S(=O)(=O)N2CCCC2)c(S(=O)(=O)N2CCCC2)c1)Nc1ccccc1
- KDM5B inhibitor = -4%

SMILES: COc1ccc(N2Cc3cccc(C(=O)NCc4cccc(Cl)c4)c3C2=O)cc1
- KDM5B inhibitor = -21%

Next part:
KDM5B inhibitor	SMILES
5%	COCCNC(=O)[C@@H]1C[C@H](Oc2ccccc2)CN1C(=O)c1cccn1C
?	N#CC1=C(N)N2CCc3cc4c(cc3C2=CC12C(=O)Nc1ccccc12)OCCCO4 (stereo not given)
1%	CCOC(=O)N1CCc2c(sc(NC(=O)CCS(=O)(=O)c3ccccc3)c2C(N)=O)C1
25µM*	COCCCNC(=O)c1cn2ccnc(-c3ccc(OC)cc3)c2n1
-7%	CN(Cc1nc(COc2ccccc2)no1)CC1(N2CCOCC2)CCCCC1
?	Cc1nn(CCC(=O)NCc2ccc(Cl)cc2)c(=O)c2nn(-c3ccccc3)c(C)c12
?	COc1ccccc1CNC(=O)c1cc2cn(C3CC3)cc2s1
-11%	CCSc1nc2c(c(=O)[nH]c(=O)n2C)n1CCCc1ccccc1
-35%	O=c1[nH]c(CN2CCCn3nc(CO)cc3C2)nc2ccsc12
11%	CS(=O)(=O)N1CCC2(CCC(=O)N(CC3CCCO3)C2)CC1 (stereo not given)
11%	CC(NC(=O)C1CCN(S(=O)(=O)c2ccccc2)CC1)c1ccccc1 (stereo not given)
-24%	O=C(Nc1cc(Cl)ccc1Cl)C1(c2cccs2)CCOCC1
-4%	CCCCCn1nc(C(=O)NCc2ccccc2F)c2ccccc2c1=O
-3%	c1cn(-c2ccc(-c3cscn3)cc2)c(-c2cc3n(n2)CCCNC3)n1
14%	CC(Cc1ccccn1)N(C)C(=O)Cc1ccc(F)c(F)c1F (stereo not given)
-1%	CCO[C@@H]1COCC[C@H]1NC(=O)c1ccoc1COc1ccc(C)cc1
-12%	O=C1NCCCCCCN(C(=O)NCc2ccc(F)cc2)[C@H]2CCCC[C@@H]12
1%	COc1ccc(OCCOC(=O)c2ccc3c(c2)NC(=O)CS3)cc1
?	N#Cc1ccc(CN2CCCC(c3nc(-c4cccnc4)no3)CCNC(=O)CC2)cc1 (stereo not given)
-21%	Cc1csc(S(=O)(=O)N2CCCC3(CCC(=O)N(CC4CC4)C3)C2)c1 (stereo not given)
27%	Cc1ccc(NC(=O)C2C3C=CC4(O3)C2C(=O)N(CCCN2CCCC2)C4C(=O)NC2CCCCC2)cc1Cl (stereo not given)
3%[115 µM]	O=C(c1cc(C2CC2)nc2onc(C3CCNC3)c12)N1CCC(F)CC1 (stereo not given)
-4%	CC(Oc1ccccc1)C(=O)N1CCCN(c2cc(-c3ccc(Cl)cc3)[nH]n2)CC1 (stereo not given)
-10%	O=S(=O)(c1ccc(Br)cc1)c1nnn2c1nc(NCc1ccc3c(c1)OCO3)c1sccc12
?	Cc1c(Cl)cccc1NC(=O)Nc1cc2c(cc1Oc1ccccc1)n(C)c(=O)n2C
-21%	CCC(CC)C(=O)N1CCc2cc(OC)c(OC)cc2C1COc1ccc(C(=O)OC)cc1 (stereo not given)
16%	C=CCc1cc(C2CC(=O)Nc3[nH]ncc32)cc(OCC)c1OC (stereo not given)
11%	O=C(NCCc1ccco1)C1CCN(S(=O)(=O)c2ccccc2)CC1
-12%	CC(C)NC(=O)c1ccc(C2SCCS2)cc1
-33%[86.2 µM]	CS(=O)(=O)c1ccc(O[C@H]2COCCN(Cc3ccccn3)C2)cc1
-2%[115 µM]	O=C1OC[C@@H]2CCN(C3CCC3)Cc3ccc(F)cc3N12
-3%	O=C(CCc1ncc(-c2ccccc2F)o1)Nc1ccccc1Cl
?	Cc1ccc(-c2nc(C)c(CCNS(=O)(=O)c3ccc(F)c(C(F)(F)F)c3)s2)cc1
6%	CCNC(=O)Cc1ccc(N(Cc2ccc(C)cc2)C(=O)c2ccco2)cc1
?	O=C(Nc1ccc2c(c1)OCO2)c1oc2ccccc2c1COc1ccccc1
0%	CCNC(=O)N1C[C@@H](Oc2ccccc2)C[C@H]1C(=O)N1CCOCC1
-15%	CCN(c1ccccc1)S(=O)(=O)c1c(-c2ccc(C)cc2)csc1C(=O)OC
-6%	N#Cc1ccc(F)c(COC(=O)c2ccccc2C(=O)c2ccc(Cl)cc2)c1
1%	CCOc1cc(C(=O)NCc2ccc3c(c2)CCN3C(=O)CC)cc(OCC)c1OCC
28µM*	CN1CCN(C(=O)c2ccc(-c3ccc(N4CCSCC4)nc3)cc2)CC1
-5%	CN1CCC2(CCC1=O)CN(Cc1nc(C(N)=O)no1)CCN2C (stereo not given)
4%	Cc1ccccc1C(=O)N1c2ccccc2OCC1C(C)(C)C (stereo not given)
24%	COc1ccc(CN2CC[C@H](c3nc(C)no3)[C@H](NC(=O)C3CC3)C2)cc1
15%	Cc1ccc(NC(=O)CN(C)C(=O)C2CCN(C(=O)c3ccc(Cl)cc3)CC2)cc1
3%	FC(F)Sc1ccc(NC(=S)NCCC2=CCCCC2)cc1
-1%	O=C(CCc1nc2ccccc2s1)N1CCC(c2noc(C3CC3)n2)C1 (stereo not given)
-1%	Cc1ccccc1C(=O)N1CCC(c2nn(Cc3ccccc3)c(=O)[nH]2)CC1
-1%	CC(C)CCNC(=O)N1CCC2(CC1)NC(=O)c1ccccc1O2
-15%	Cc1nn(-c2ccccc2)c2c1N(CCCC(=O)NCc1ccccc1)C(=O)CS2
18%	O=S(=O)(Nc1cccc2cccnc12)c1ccc(F)cc1

Next compounds follow.
KDM5B inhibitor	SMILES
-17%	O=C(NCCc1noc(-c2ccncc2)n1)NC1CCCCC1
?	Cc1ccc(-c2cc3c(=O)n(CCNC(=O)Cc4ccc(Cl)cc4)ccn3n2)cc1C
?	O=C(Nc1ccc(Cl)c(C(F)(F)F)c1)c1cc2nc(-c3ccc4c(c3)OCO4)cc(C(F)(F)F)n2n1
?	CSc1ccccc1NC(=O)CCS(=O)(=O)c1nc(-c2ccc3c(c2)OCO3)cc(C(F)(F)F)n1
-10%	O=C1CSc2ccc(C(=O)NCc3ccc(C(=O)O)cc3)cc2N1
2%	NCC(=O)N1CCCCCCNC(=O)CC1c1ccccc1 (stereo not given)
6%	CCCNC(=O)c1ccc2c(=O)n(CCOC)c(SCC(=O)c3ccccc3)nc2c1
45%[activator]	CC(C)(C)OC(=O)NCc1ccccc1/C=C/S(=O)(=O)NCc1ccc(F)cc1
22%[11.5 µM]	Cc1ccc2oc(C(=O)Nc3ccc(S(=O)(=O)Nc4ncccn4)cc3)cc(=O)c2c1
15%	Cc1ccc(C(=O)NC(C)C23CC4CC(CC(C4)C2)C3)s1 (stereo not given)

A draw from above in order of molar mass, ascending:
KDM5B inhibitor	SMILES
-12%	O=C1NCCCCCCN(C(=O)NCc2ccc(F)cc2)[C@H]2CCCC[C@@H]12
-20%	CCCN1CCC2(CCN(C(=O)Nc3ccc(Cl)cc3)CC2)Oc2ccccc21
11%	O=C(CCc1nc2ccccc2c(=O)[nH]1)NC1CCCc2c1[nH]c1c(Cl)cccc21 (stereo not given)

Next part
KDM5B inhibitor	SMILES
-27%	CNC(=O)[C@H]1C[C@H](Oc2cccnc2)CN1C(=O)NC1CCCCC1
0%	COC(=O)c1nnn(-c2cccc(Cl)c2)c1C(=O)OC
-1%	CCOc1ccc(C)cc1S(=O)(=O)n1ccnc1CC
?	CCOc1ccccc1CN1CCCCCC1c1sccc1C (stereo not given)
-11%	COc1ccc(C(=O)N2CCCCCCNC(=O)[C@@H]3C[C@@H](c4nc(C(C)C)no4)C[C@@H]32)cc1F
-29%	O=C(c1ccc2c(Cl)c3c(nc2c1)CCCC3)N1CCN(c2ccccc2)CC1
?	Cc1cc2c3cccn3ccn2c1
-4%	Cc1nc2ccc(C(=O)NCC(=O)NCC(F)(F)F)cc2nc1C
3%	CCOC(=O)c1c(-c2ccc(F)cc2)csc1NC(=O)c1cccc(OC)c1
-6%	CCN(CC)S(=O)(=O)c1cccc(C(=O)OCc2cnc(-c3ccccc3)s2)c1
-14%	NC(=O)c1ccc(NC(=O)c2cc(C3CC3)nc3ccccc23)cc1
i	Cc1ccc(-c2cc3c(nc2-c2ccccc2)nc(C(=O)NCCN(C)C)n3C)cc1
?	CC1CCc2onc(C(=O)N3CCN(c4cccc(C(F)(F)F)c4)CC3)c2C1 (stereo not given)
-17%	CC(=O)N1CCOc2ccc(CCC(=O)NCc3nc4ccccc4n3C)cc2C1
19%	COC(=O)c1ccc(/C=N/Nc2ccc(S(N)(=O)=O)cc2[N+](=O)[O-])cc1
?	COc1ccc(-c2cc(C(C)=O)c(C)n2CCC(=O)Nc2cc(Cl)ccc2C)cc1
-3%	CC(C)c1ccc(NC(=O)Cn2nnc(C(=O)NCc3ccc(Cl)cc3)c2N)cc1
